GRK2 inh: blocks RNA aptamer binding to human GRK2; inhibition of aptamer binding, % at 10 µM; AID 488847; bead flow cytometry, FAM-aptamer displacement from GRK2; 0.59% of 330,000 active;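 active means inhibition of aptamer binding above 40%, roughly 3 SD of noise, on plates passing a quality check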;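 further: median bead fluorescence of bound FAM aptamer so fluorescent compounds give negative values; no value below 0 was filed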
Target sequence (P25098 whole entry, looked up): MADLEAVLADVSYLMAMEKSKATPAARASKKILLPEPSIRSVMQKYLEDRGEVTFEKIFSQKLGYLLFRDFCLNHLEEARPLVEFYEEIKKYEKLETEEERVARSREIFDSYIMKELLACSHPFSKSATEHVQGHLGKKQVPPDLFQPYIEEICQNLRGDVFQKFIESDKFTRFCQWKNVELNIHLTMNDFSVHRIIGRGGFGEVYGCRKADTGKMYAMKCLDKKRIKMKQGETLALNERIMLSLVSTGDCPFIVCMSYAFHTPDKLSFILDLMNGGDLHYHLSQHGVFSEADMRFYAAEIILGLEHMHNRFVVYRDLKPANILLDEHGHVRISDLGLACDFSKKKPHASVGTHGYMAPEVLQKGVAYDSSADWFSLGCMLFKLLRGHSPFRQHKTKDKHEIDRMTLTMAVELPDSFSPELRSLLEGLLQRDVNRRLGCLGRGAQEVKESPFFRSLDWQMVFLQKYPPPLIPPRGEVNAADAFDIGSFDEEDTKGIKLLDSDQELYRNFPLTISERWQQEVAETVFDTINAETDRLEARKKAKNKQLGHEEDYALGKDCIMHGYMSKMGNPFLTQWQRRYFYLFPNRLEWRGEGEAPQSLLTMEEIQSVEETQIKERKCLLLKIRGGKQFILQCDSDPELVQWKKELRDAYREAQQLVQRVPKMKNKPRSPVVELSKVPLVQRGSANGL
JMJD2C inh: inhibitors of human GASC-1 (JMJD2C) demethylase; Q9H3R0; GST-JMJD2C(1-420) H3K9me3 demethylation, DELFIA europium; inhibition, % at 2.35 µM; 0.069% of 330,000 active; AID 2099;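 active means more than half of a compound's replicate wells show inhibition beyond 50%, single wells judged on their own value; inconclusive means some, but no more than half, of replicates pass 50% inhibition; inactive means no replicate passes 50% inhibition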;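 further: signal counts dimethyl H3K9 product captured on neutravidin plate; 0% = median of DMSO wells and 100% = 0.3 times that DMSO median; strong numbers were not always called active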
Target sequence (Q9H3R0 1-420 limits assumed): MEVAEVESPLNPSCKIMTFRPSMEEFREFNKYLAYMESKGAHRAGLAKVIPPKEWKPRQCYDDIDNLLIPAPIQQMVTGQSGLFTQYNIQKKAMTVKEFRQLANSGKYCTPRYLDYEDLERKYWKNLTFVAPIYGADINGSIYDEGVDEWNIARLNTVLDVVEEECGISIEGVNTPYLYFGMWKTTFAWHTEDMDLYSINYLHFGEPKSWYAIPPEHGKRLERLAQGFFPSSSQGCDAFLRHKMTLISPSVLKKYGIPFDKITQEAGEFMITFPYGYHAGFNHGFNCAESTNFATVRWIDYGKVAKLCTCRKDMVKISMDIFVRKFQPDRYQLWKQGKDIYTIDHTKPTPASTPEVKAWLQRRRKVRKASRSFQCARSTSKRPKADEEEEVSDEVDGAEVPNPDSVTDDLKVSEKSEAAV
LAP4 TOR yeast: yeast TOR pathway LAP4-GFP modulation. 0.34% of 320,000 active. GFP response vs DMSO, % at 10 µM. S. cerevisiae LAP4-GFP multiplex, flow cytometry GFP, 3 h; median GFP as percent of DMSO wells;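 active means GFP response vs DMSO above a set limit, about the screen mean plus 3 SD, cut at about 150% in these data; inconclusive means under 70 cell events counted for the yeast strain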
RPL19A TOR yeast: yeast TOR pathway RPL19A-GFP modulation. AID 2025. percent response vs DMSO, % at 10 µM. 0.3% of 330,000 active. S. cerevisiae RPL19A-GFP strain, flow cytometry, 3 h; active compounds read low;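 active means percent response vs DMSO below 50%; inconclusive means fewer than 70 events counted for the yeast strain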;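 further: median channel GFP fluorescence of the barcoded RPL19A-GFP strain; ratio of sample median GFP to plate DMSO average so 100% = DMSO; lower means less RPL19A-GFP as with rapamycin TOR inhibition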
MEP2-GFP yeast: alters MEP2-GFP fluorescence in TOR pathway yeast screen. GFP response vs DMSO, % at 10 µM. AID 2016. 0.51% of 330,000 active. S. cerevisiae MEP2-GFP strain, flow cytometry GFP, 3 h; 100% = DMSO control level;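 active means GFP response versus DMSO above a set limit, roughly screen mean plus 3 SD, cut at about 180% in these data; inconclusive means fewer than 70 cells counted for a yeast strain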;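 further: median GFP fluorescence of the barcode-gated MEP2-GFP cells per well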
VLA-4 inh: inhibition in a human VLA-4 binding assay; P13612; VLA-4 expressing cells, ligand binding flow cytometry; inhibition, % (about 7 µM as worked out from the volumes in the protocol); 0.2% of 330,000 active; in the data active means inhibition above about 50%
CIT2-GFP yeast: modulators of TOR pathway CIT2-GFP in S. cerevisiae. S. cerevisiae CIT2-GFP strain, flow cytometry, 3 h; 100 means same as DMSO wells. GFP response vs DMSO, % at 10 µM. 0.065% of 320,000 active. AID 2029;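 active means GFP response relative to DMSO above a set limit, near the screen mean plus 3 SD, cut at about 150% in these data; inconclusive means Fewer than 70 cells measured for a yeast strain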;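 further: ratio of well median GFP fluorescence to mean of DMSO wells on the plate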
AGP1 TOR yeast: modulators of TOR pathway AGP1-GFP in S. cerevisiae. S. cerevisiae AGP1-GFP multiplex flow cytometry, 3 h; GFP as percent of DMSO wells. GFP response vs DMSO, % at 10 µM. 0.02% of 320,000 active. AID 2066;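 active means GFP response relative to DMSO above a set limit, near screen average plus 3 SD, cut at about 150% in these data; inconclusive means fewer than 70 cells counted for the yeast strain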;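 further: median GFP channel fluorescence of the gated AGP1 strain per well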
An asterisk follows results filed as active; ? = inconclusive; · = not tested or not shown; & = joins results of further samples; [ ] = another dose, or the depositor's remark.

SMILES | GRK2 inh | JMJD2C inh | LAP4 TOR yeast | RPL19A TOR yeast | MEP2-GFP yeast | VLA-4 inh | CIT2-GFP yeast | AGP1 TOR yeast
O=C(CSc1nnc(-c2ccco2)n1Cc1ccccc1)NCc1ccccc1 | 2 | 15 | 99 | 98 | 106 | -1 | 97 | 102
Cc1ccc(S(=O)(=O)N2CCN(C(=O)COC(=O)c3ccc(Cl)nc3)CC2)c(C)c1 | 0 | 29 | 105 | 91 | 131 | 29 | 112 | 87
Cc1nn(CC(=O)N2CC(=O)Nc3ccccc32)c(C)c1[N+](=O)[O-] | 0 | · | 103 | 100 | 75 | 8 | 100 | 89
CCC(C)NC(=O)COC(=O)Cc1sc(N)nc1-c1ccc(C)cc1 (stereo not drawn) | 4 | 0 | 89 | 104 | 99 | 2 | 101 | 96
Cc1oc(-c2cccs2)nc1CSCC(=O)NC1CC1 | 0 | 8 | 95 | 97 | 101 | -9 | 103 | 102
COc1ccc(-c2cn[nH]c2-c2ccc(OCc3ccccc3)cc2O)cc1OC | 0 | -28 | ? | ? | ? | -10 | 88[may fluoresce red] | ?
COc1cc(NC(=O)c2c(F)cccc2F)nc(OC)n1 | 2 | -7 | 98 | 103 | 102 | -8 | 106 | 109
CCOC(=O)Cc1csc(NC(=O)CSc2nnc3ccccn23)n1 | 0 | -6 | 98 | 115 | 120 | 4 | 110 | 115
Cc1ccc(S(=O)(=O)N(C(=O)c2ccco2)c2cc3sc(=O)oc3c3ccccc23)cc1 | 0 | 6 | 78 | 103 | 90 | 11 | 91 | 89
CC(C)(C)NC(=O)C(c1ccncc1)N(Cc1cccs1)C(=O)Cn1nnc(-c2cccs2)n1 (stereo not drawn) | 1 | 9&0 | 95 | 104 | 111 | 4 | 110 | 105

Reprinted from the part before: 3 entries, then new ones.
SMILES | GRK2 inh | JMJD2C inh | LAP4 TOR yeast | RPL19A TOR yeast | MEP2-GFP yeast | VLA-4 inh | CIT2-GFP yeast | AGP1 TOR yeast
CCOC(=O)Cc1csc(NC(=O)CSc2nnc3ccccn23)n1 | 0 | -6 | 98 | 115 | 120 | 4 | 110 | 115
Cc1ccc(S(=O)(=O)N(C(=O)c2ccco2)c2cc3sc(=O)oc3c3ccccc23)cc1 | 0 | 6 | 78 | 103 | 90 | 11 | 91 | 89
CC(C)(C)NC(=O)C(c1ccncc1)N(Cc1cccs1)C(=O)Cn1nnc(-c2cccs2)n1 (stereo not drawn) | 1 | 9&0 | 95 | 104 | 111 | 4 | 110 | 105
Cc1cc(C)c(C(=O)NCCCN2CCOCC2)c(C)c1 | 2 | -7 | 101 | 97 | 99 | 4 | 95 | 98
COCCN(C(=S)Nc1ccccc1C)C(C)c1ccco1 (stereo not drawn) | 0 | 5 | ? | ? | ? | 20 | 104[may fluoresce red] | 83[may fluoresce red]
O=C(N/N=C/c1ccccn1)c1ccc(Br)o1 | 1 | -2 | · | 95 | 88 | -2 | 101 | 94
CCC(=O)n1nc(-c2ccc(Cl)cc2)nc1NCc1ccccc1 | 3 | -1 | 105 | 103 | 108 | -12 | 105 | 104
COc1ccc(Cc2nnc(NC(=O)c3ccc(OC)cc3OC)s2)cc1 | 1 | -5 | 94 | 101 | 107 | 15 | 97 | 96
O=c1c2ccccc2[nH]c(=S)n1-c1cccc(S(=O)(=O)N2CCCC2)c1 | 2 | -31 | 101 | 107 | 108 | -2 | 104 | 102
Cc1nnc(SCC(=O)Nc2cc(C(N)=O)cc(C(N)=O)c2)n1-c1ccccc1 | 3 | 4 | 101 | 94 | 112 | 10 | 96 | 96
COc1cccc(C(=O)N2CCN(Cc3ccc4c(c3)OCO4)CC2)c1OC | 0 | ? | 97 | 97 | 99 | 17 | 106 | 98
COc1ccc(-c2nc(CSCC(=O)NC3CCCc4ccccc43)c(C)o2)cc1OC (stereo not drawn) | 2 | -2 | 92 | 107 | 100 | -2 | · | 107
COc1ccccc1-n1cnnc1SCc1csc(-c2ccccc2)n1 | 4 | 2 | 103 | 95 | 114 | 95* | 112 | 106
C=CCCC(=O)Nc1nc(C)c(-c2csc(Nc3cccc(OC)c3)n2)s1 | 0 | -108 | 136 | 103 | 103 | -6 | 107 | 94
Cc1nn(CC(=O)OCCOc2ccc(Br)cc2)c(C)c1[N+](=O)[O-] | 0 | 7 | 99 | 103 | 108 | 2 | 97 | 98
COc1ccc(OC)c(/C=C/c2nc3ccccc3[nH]c2=O)c1 | 0 | 18 | 95 | 101 | 105 | 3 | 100 | 95
CC(=O)NS(=O)(=O)c1ccc(NC(=O)[C@@H]2CCCN2S(=O)(=O)c2ccc(Cl)cc2)cc1 | 3 | 12 | 85 | 100 | 90 | -2 | 74 | 80
Cc1ccnc(N/N=C/c2ccccc2)n1 | 0 | -15 | 104 | 104 | 114 | 10 | 106 | 106
CCOC(=O)c1cc2occc2n1CC(=O)N1CCN(C(=O)c2ccco2)CC1 | 1 | 3 | 99 | 104 | 106 | 9 | 105 | 104
CC(=O)/C(=C\N(C)C)Sc1ccc(Cl)cc1 | 0 | 5 | 109 | 103 | 109 | -9 | 100 | 108
O=C(NCCC1CCCCN1S(=O)(=O)c1ccc(F)cc1)C(=O)NCc1cccnc1 (stereo not drawn) | 2 | -18 | 103 | 96 | 100 | 3 | 100 | 105
N#CC1=C(N)NC(=S)C(C(N)=O)C1c1ccc([N+](=O)[O-])cc1 (stereo not drawn) | 0 | -32 | 101 | 96 | 98 | 7 | 113 | 108
Cc1ccc(SCCC(=O)OCC(=O)Nc2ccc(S(N)(=O)=O)cc2)cc1 | 0 | 5 | 100 | 97 | 103 | 0 | 86 | 98
CC(=O)Nc1c(O)c2cccc3c2n(c1=O)CCC3 | 0 | 4 | 102 | 102 | 101 | 3 | 93 | 93
CC(=O)N1N=C(c2ccc(Cl)cc2)OC1c1ccc(C(C)C)cc1 (stereo not drawn) | 0 | 2 | 108 | 104 | 101 | 4 | 95 | 104
Cc1ccc(C)c(NC(=O)CN(C)C(=O)c2ccc(S(=O)(=O)N(C)c3ccccc3)cc2)c1 | 0 | -5 | 108 | 94 | 102 | -3 | 105 | 104
CCOC(=O)CCc1n[nH]c(=O)[nH]c1=O | 0 | 4 | 95 | 92 | 89 | 2 | 104 | 95
CC(C)C(C)N(Cc1ccc(C(=O)O)cc1)C(=O)c1ccc2ccccc2n1 (stereo not drawn) | 2 | 3 | 115 | 99 | 95 | 0 | 90 | 101
COc1ccc(NC(=O)c2cccc(S(=O)(=O)N3CCc4ccccc43)c2)cn1 | 2 | 2 | 105 | 94 | 94 | 0 | 103 | 110
CCCNC(=O)N1CCC(c2ccc3c(c2)OCO3)CC1 | 1 | -26 | 96 | 99 | 108 | -14 | 100 | 98
CN(C/C=C/c1ccccc1)C1CCCCC1 | 0 | 2 | 100 | 108 | 106 | -3 | 100 | 105
O=C(O)C1CCC(N2C(=O)C3C4CCC(C4)C3C2=O)CC1 (stereo not drawn) | 2 | ? | 91 | 98 | 110 | 10 | 93 | 90
COc1ccc(Cn2c(S(=O)(=O)CC(N)=O)nc3ccccc32)cc1[N+](=O)[O-] | 0 | -1 | 100 | 94 | 97 | 6 | 95 | 100
O=C(CN1CC[n+]2c(-c3cccs3)csc21)c1ccc(Br)cc1 | 8 | -11 | 94 | 105 | 107 | 5 | 107 | 94
O=C(NCc1ccc2c(c1)OCO2)C1CCCN(C(=O)c2ccc(Cl)cc2)C1 (stereo not drawn) | 4 | -12 | 99 | 95 | 107 | -8 | 95 | 99
Cc1ccc(NC(=S)NC2CCCC2)cc1C | 6 | -2 | 86 | 103 | 100 | 7 | 94 | 91
CCCc1ccc2oc(C(=O)N3CCN(c4cnccn4)CC3)c(C)c2c1 | 2 | 1 | 101 | 99 | 93 | 4 | 97 | 92
CCCc1c(C(=O)N/N=C/c2ccc(OCc3ccccc3)c(OC)c2)nnn1-c1nonc1N | 0 | 22 | 89 | 94 | 103 | -3 | 107 | 89
O=C(Nc1ccccc1F)N1CCCC1c1cccnc1 (stereo not drawn) | 0 | -11 | 107 | 97 | 98 | 4 | 98 | 101
Cc1ccc(OCc2nc(-c3ccc(Cl)cc3)n[nH]2)cc1 | 0 | 1 | 116 | 106 | 108 | 4 | 102 | ·
CCOC(=O)c1cccc(N/C=C/C(=O)c2ccc(OC)c(OC)c2)c1 | 2 | 8 | 98 | 95 | 90 | 6 | 92 | 92
C[C@H](OC(=O)c1[nH]cnc1C(=O)N1CCN(C(=O)OC(C)(C)C)CC1)c1ccccc1 | 0 | · | 114 | 95 | 94 | 3 | 96 | 98
CCn1c(SCC(=O)Nc2cc(C)on2)nnc1-c1cccnc1 | 5 | 1 | 97 | · | 98 | -1 | 102 | 97
Cc1ccc(NC(=O)COC(=O)C2(CC(=O)NC(C)C)CCCC2)cc1C | 0 | 5 | 109 | 102 | 104 | -9 | 99 | 108
O=C(CCc1nc2ccccc2[nH]1)Nc1ccc(F)cc1 | 13 | 6 | 92 | 101 | 97 | 4 | 106 | 102
S=C(Nc1ccc(Br)cc1)N1CCCC1 | 0 | -12 | 96 | 98 | 90 | -10 | 84 | 90
CN(C(=O)c1cccs1)c1ccc(OCC(=O)Nc2ccc(C(=O)O)cc2)cc1 | 1 | 1 | 109 | 105 | 119 | -15 | 108 | 105
O=C(CSc1nnnn1C1CCCCC1)Nc1ccccc1N1CCOCC1 | 0 | 1 | 105 | 109 | 115 | 6 | 97 | 118
CCOc1ccc(Oc2ccc(S(=O)(=O)N3CCOCC3)cc2NC(=O)C2=COCCO2)cc1 | 0 | -3 | 95 | 92 | 98 | 2 | 88 | 95
COc1cccc(-c2ccc(C#N)c(OC(=O)c3c(Cl)cccc3Cl)n2)c1 | 0 | 5 | 105 | 109 | 104 | 1 | 110 | 107
COc1ccc(-c2cc(C(=O)Nc3sc4c(c3C#N)CCCC4)c3ccccc3n2)cc1 | 1 | 10 | 101 | 95 | 95 | 14 | 99 | 96
O=C(Nc1cnn(Cc2ccc(F)cc2)c1)c1cc(-c2cccs2)on1 | 0 | 11 | 108 | 105 | 108 | · | 105 | 105
CS(=O)(=O)N1CCN(C(=O)Cc2ccc([N+](=O)[O-])cc2)CC1 | 0 | 5 | 89 | 96 | 92 | -2 | 90 | 93

More results.
SMILES | GRK2 inh | JMJD2C inh | LAP4 TOR yeast | RPL19A TOR yeast | MEP2-GFP yeast | VLA-4 inh | CIT2-GFP yeast | AGP1 TOR yeast
CCCC(=O)c1cc2cc(Cl)ccc2oc1=O | 0 | 2 | 98 | 99 | 107 | 33 | 102 | 98
COc1ccc(-c2nc(NC(=O)c3n[nH]c(=O)c4ccccc34)sc2C)cc1 | 0 | -8 | 103 | 102 | 100 | -10 | 109 | 105
CCCn1c(N)c(C(=O)COC(=O)CCNS(=O)(=O)c2ccccc2F)c(=O)[nH]c1=O | 0 | 8 | 102 | 94 | 99 | 0 | 95 | 98
O=C(COC(=O)CN1C(=O)NC2(CCCC2)C1=O)Nc1ccc(C(F)(F)F)cc1[N+](=O)[O-] | 1 | 8 | 101 | 104 | 107 | -9 | 108 | 107
COCc1nnc(NS(=O)(=O)c2ccc(F)cc2)s1 | 1 | 12 | 98 | 96 | 100 | 20 | 102 | 100
CCOc1ccc(NC(=S)NNC(=S)Nc2cccc(C(F)(F)F)c2)cc1 | 1 | -4 | 101 | 98 | 92 | 7 | 97 | 104
CCC1(CC)C(=O)NC(=O)NC1=Nc1cccc(OC)c1 | 4 | 4 | 97 | 95 | 102 | 20 | 99 | 99
CN(Cc1ccccc1)C(=O)COc1ccc(-c2nnco2)cc1 | 4 | 10 | 98 | 98 | 97 | 12 | 87 | 96
CC(C)Sc1nnc(SCC(=O)N(C)C2CCS(=O)(=O)C2)s1 (stereo not drawn) | 1 | 1 | 98 | 94 | 97 | 5 | 96 | 95
